High-throughput results from PubChem BioAssay.
DRD3 agonist – qHTS of D3 Dopamine Receptor Agonist: qHTS. hit rate 0.58% among 410,000. AID 652048, 2013. D3R DiscoveRx beta-arrestin cells, luminescence, 90 min. D(3) dopamine receptor (Homo sapiens), P35462. max activation, %; in the data active means max activation above about 30%; further: 0% is about no effect; mostly tested at two doses, the higher about 12 µM
Target sequence (P35462 whole entry, looked up): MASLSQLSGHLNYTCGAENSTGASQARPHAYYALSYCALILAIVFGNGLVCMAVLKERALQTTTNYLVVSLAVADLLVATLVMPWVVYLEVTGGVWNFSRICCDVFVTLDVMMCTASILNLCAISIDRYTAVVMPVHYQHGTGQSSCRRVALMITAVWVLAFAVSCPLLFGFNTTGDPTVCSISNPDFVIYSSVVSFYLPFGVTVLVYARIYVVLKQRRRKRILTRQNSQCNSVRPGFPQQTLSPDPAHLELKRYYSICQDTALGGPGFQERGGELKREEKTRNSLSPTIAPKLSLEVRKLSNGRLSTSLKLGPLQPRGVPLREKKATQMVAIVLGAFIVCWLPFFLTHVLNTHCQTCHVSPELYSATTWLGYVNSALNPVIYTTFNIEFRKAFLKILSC
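Agonist-mode cell screen: cells plated at 1500/well and incubated overnight at 37 °C, then exposed to library compounds for 90 min at 37 °C. Detection reagent was added for 30–60 min at room temperature, and luminescence was read.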
TDP43 rescue – qHTS of TDP-43 Inhibitors | TDP-43 expressing yeast growth rescue, BacTiter-Glo, 24 h | Potency, µM (top dose mostly 46.1 µM), inactives show at the highest dose growth rescue (activation), actives largely listed as activators | hit rate 1.8% among 410,000 | AID 652104, 2013; further: potency means the concentration at half of the fitted maximal effect; % of control where 0% means no effect; nearly all actives have a fitted effect of over 50% in size
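In this qHTS, compounds that restore growth of yeast expressing TDP-43 appear as activators. Cells (OD600=0.02, galactose medium, raffinose-pregrown) are incubated with compound 24 hr at 30 deg C and growth is quantified by BacTiter-Glo.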
DRD3 antagonist – qHTS of D3 Dopamine Receptor Antagonist: qHTS; D(3) dopamine receptor (Homo sapiens), P35462; D3R cells, DiscoveRx beta-arrestin luminescence, antagonist mode; hits give low values; max response, negative = inhibition, %; hit rate 2.5% among 360,000; AID 652054, 2013; in the data active means max response below about -50%; inconclusive means no clear call, values can overlap the other calls; further: on the % scale 0 is the no-effect control and ±100 the full control effect; mostly tested at two doses, the higher about 12 µM
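Cells expressing the human receptor were seeded at 1500 cells/well, incubated overnight at 37 degrees C in 5% CO2, then exposed to library compounds with dopamine controls for 90 minutes at 37 degrees C before luminescent detection.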
FUS suppressor – qHTS for Suppressors of FUS Proteinopathy: Primary screen using FUS-linked yeast assay. S. cerevisiae FUS-expressing, growth rescue, OD600, 24 h. Potency, µM (titrated, usually from 76.6 µM), for inactives: at the highest dose growth rescue (activation), actives largely listed as activators. hit rate 0.24% among 390,000. AID 1347120, 2019;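 further: potency means the concentration at half of the fitted maximal effect; plate controls were DMSO vehicle for no effect and reference control for full effect; nearly all actives have a fitted effect of over 55% in size; some results filed as inactive show a strong effect at the top dose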
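Restored growth of FUS-toxic S. cerevisiae, read as 600 nm absorbance after 24 h at 30C in galactose medium (starting OD 0.005). Controls CP55940 and DMSO.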
EPAC2 antag – qHTS for Antagonist of cAMP-regulated guanine nucleotide exchange factor 2 (EPAC2): primary screen; EPAC2 GEF exchange of Rap1B-BODIPY-GDP, fluorescence; AID 720708, 2013; hit rate 0.18% among 360,000; Rap guanine nucleotide exchange factor 4 (Homo sapiens), Q8WZA2; Potency, µM (highest dose often 114 µM), without a hit: top-dose activity, negative = inhibition, usual class: inhibitors; further: potency means the concentration at half of the fitted maximal effect; on the % scale 0 is the no-effect control and ±100 the full control effect; nearly all actives have a fitted effect of over 45% in size; many of its hits are not listed in these tables
Abeta rescue – qHTS for compounds that reverse cellular toxicity of Amyloid beta (A-beta) peptide in yeast: Primary Screen; hit rate 0.063% among 410,000; Potency, µM (series often up to 46.1 µM), inactives show at the highest dose growth rescue, usual class: activators; yeast expressing A-beta42, growth rescue, OD600, 48 h; response scale: 0% DMSO, 100% iron-clioquinol control; AID 1347071, 2019; further: potency means the concentration at half of the fitted maximal effect; nearly all actives have a fitted effect of over 55% in size
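Yeast growth medium received pinned compounds, then yeast cells expressing toxic A-beta were added; plates incubated at 30 C for 48 hr. Growth read as absorbance at 600 nm, normalized to DMSO and equimolar FeCl3 plus clioquinol controls.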
aSyn rescue – qHTS of alpha-syn Inhibitors; Yeast expressing alpha-synuclein, growth rescue, BacTiter-Glo, 24 h; Potency, µM (highest dose often 46.1 µM), for inactives: at the top dose growth rescue (activation), usual class: activators; hit rate 0.14% among 370,000; AID 652106, 2013; further: potency means the concentration at half of the fitted maximal effect; % of control where 0% means no effect; nearly all actives have a fitted effect of over 65% in size
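Galactose-induced alpha-syn yeast (OD600=0.02, raffinose-pregrown) + pinned cpd, 24 hr, 30 deg C; growth by BacTiter-Glo luminescence. Growth restoration scores as activation.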
EPAC2 ag – qHTS for Agonist of cAMP-regulated guanine nucleotide exchange factor 4 (EPAC2): primary screen. EPAC2 activation, biochemical qHTS; response scale: 100% = 6.5 mM cAMP response. Potency, µM (series often up to 154 µM), without a hit: at the top dose activation, actives largely listed as activators. hit rate 0.079% among 360,000; further: potency means the concentration at half of the fitted maximal effect; nearly all actives have a fitted effect of over 50% in size
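Readout is BODIPY fluorescence (480 nm excitation, 540 nm emission), which falls as labeled GDP is exchanged off Rap1B. EPAC2 at 100 nM acted on 250 nM RAP1B-BODIPY-GDP with 50 uM GDP present.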
The depositor's hits bear a star; ? = inconclusive; nt = not tested or not shown; & = joins results of further samples; [ ] = remark or other dose. Unless noted, the call rests on the fitted dose curve; in most records, active means well fitted curve in the direction sought with a large enough effect; inconclusive means small, poorly fitted or top-dose-only effect, or another doubt; inactive means no such curve, though single readings can be large; an effect the other way counts as inactive or inconclusive. Not all compounds are listed; the hit share may differ from the screen's.

The line under a structure holds: DRD3 agonist, TDP43 rescue, DRD3 antagonist, FUS suppressor, EPAC2 antag, Abeta rescue, aSyn rescue, EPAC2 ag
> COc1cc(CN2CCc3ccccc3C2)cc([N+](=O)[O-])c1O
    -19, 1%, ?, -18%, 2%, -4%, -8%, 14%
> COc1cccc(CNC(=O)C2CCCN2S(=O)(=O)c2ccc3c(c2)C(C)(C)C(=O)N3C)c1 (stereo not given)
    10, -1%, -7, 2%, -4%, -4%, 1%, -4%
> CC1=C(C(N)=O)C(c2cccs2)NC(=O)N1 (stereo not given)
    0, 5%, 9, -13%, 0%, 1%, 2%, 5%
> CCOC(=O)C1(Cc2ccccc2Cl)CCN(C(=O)c2cnccn2)CC1
    -8, -2%, -6, 10%, -3%, 11%, 11%, 0%
> Oc1c(C(c2ccc(Cl)cc2Cl)N2CCCC2)sc2nc(-c3ccco3)nn12 (stereo not given)
    6, 28%, nt, -13%, nt, -1%, nt, nt
> Cc1cccn2cc(-c3ccc4c(c3)NC(=O)CO4)nc12
    -14, -21%, -18, 5%, -8%, -1%, -2%, 2%
> CC(=O)c1cccc(Nc2ncnc3c2cnn3C)c1
    -17, 0%, nt, -2%, nt, -12%, nt, nt
> CN(C)c1ccc(CCc2ccc(N)cc2)cc1
    -2, -2%, -1, 9%, 2%, 10%, -7%, 5%
> CC1CCCN(C(=O)c2cc(S(=O)(=O)N3CCCCC3)c[nH]2)C1 (stereo not given)
    1, 23%, 0, -17%, -6%, 8%, 4%, 0%
> COc1ccc(C2CC(=O)N3C(=C2C#N)SCC3(O)c2ccccc2)cc1 (stereo not given)
    -1, -13%, 23, 40%, 1%, 6%, 4%, 4%
> COc1ccc(-c2c3c(nc4sc(C(=O)Nc5ccc(F)cc5)c(N)c24)CC(C)(C)CC3=O)cc1
    8, 28%, nt, -32%, nt, -8%, nt, nt
> COc1ccc(NC(=O)CSc2nc(-c3ccc(OC)cc3)[nH]c2-c2ccc(OC)cc2)cc1
    -3, 11%, nt, 1%, nt, 23%, nt, nt
> Cc1ncc(CN2CCC(N3CCC(C(=O)N4CCCC4)CC3)CC2)s1
    2, 3%, 4, nt, 14%, -4%, -2%, 4%
> O=C(Nc1cc(Cl)cc(Cl)c1)c1cc(S(=O)(=O)NC2CCCC2)ccc1F
    -12, 20µM*, nt, 34%, nt, 3%, nt, nt
> Cn1ncc(Cl)c1C(=O)NNC(=O)Nc1cccc2ccccc12
    -5, -2%, -9, -18%, 10%, 8%, -4%, 7%
> Cc1ccc(C(C(=O)NCc2ccccc2)N(Cc2cccs2)C(=O)c2ccc3c(c2)OCCO3)cc1 (stereo not given)
    5, -14%, 31, ?, -11%, 6%, 3%, 9%
> NS(=O)(=O)c1ccc(CCNC(=S)Nc2ccc(F)cc2)cc1
    -5, -7%, -29, 4%, 1%, 1%, -5%, 7%
> COc1ccccc1C(O)(C(=O)NNc1cccc(C)c1)c1ccccc1OC
    1, -9%, -10, 9%, -1%, ?, 0%, 4%
> Cc1ccc(SCCC(=O)NC(C)C)cc1
    21, 20%, -6, 11%, 12%, 16%, 5%, -13%
> CCN(CC)C(=O)C1CCCN(C(=O)Nc2ccccc2)C1 (stereo not given)
    -3, -9%, 19, 34%, -3%, 2%, 0%, 8%
> Cc1ccc2[nH]c3c(=O)n(CC(=O)N4CCCC(C)C4)ncc3c2c1 (stereo not given)
    11, 19%, nt, -29%, nt, 1%, nt, nt
> CC(C)n1nc(C(=O)Oc2cccc(Cl)c2Cl)c2ccccc2c1=O
    3, 7%, 12, -11%, -10%, -7%, 14%, -11%
> CCOC(=O)C1=C(C)Nc2nc3ccccc3n2C1c1ccc(O)cc1 (stereo not given)
    -7, 12%, 27, -22%, 5%, -15%, -1%, -5%
> O=C(NCCS(=O)(=O)N1CCN(c2ccccc2)CC1)C1CC(=O)N(c2ccc(F)cc2)C1 (stereo not given)
    4&4, 8%&7%, 23, -13%&-10%, 9%, 3%&-1%, -1%, -6%
> CCSc1nnc(NC(=O)[C@@H](NC(=O)c2ccc(C(C)(C)C)cc2)C(C)C)s1
    -5, 2%, ?, ?, -5%, 1%, -5%, -9%
> COc1ccc(C2CC(c3ccc(OC)c(OC)c3)=NN2C(=O)c2ccccc2)cc1 (stereo not given)
    -4, 10%, 7, ?, -13%, -14%, -1%, 21%
> CCN1CCn2c1nc(N1CCCCC1)nc2=O
    8, -18%, ?, 39%, 11%, 3%, -10%, 3%
> COc1ccc(NC(=O)c2cccc(S(=O)(=O)N3CCCCC3)c2)c(OC)c1
    -4, -2%, -6, 18%, -12%, -20%, -1%, 17%
> COc1ccc(NC(=O)C2CCN(C3=NS(=O)(=O)C(c4ccc(C)c(C)c4)=C3C)CC2)c(OC)c1
    -7, 6%, nt, 23%, nt, 3%, nt, nt
> O=C1N(Cc2cccc(Cl)c2)C[C@@H]2C[C@@H](c3cccc4cccnc34)N3CCC[C@@]123
    -9, -18%, ?, 42%, 1%, -3%, -8%, -5%
> CCCCn1c(C2CCCCC2)nc2cc3[nH]c(=O)c(C(C)C)nc3cc21
    19, 13%, 3, 29%, 11%, -3%, 1%, -8%
> Cc1sc2ncnc(SCC(=O)N(C(C)C)C(C)C)c2c1C
    1, 10%, 1, 9%, 8%, -9%, 0%, -2%
> O=C(CCSCCc1ccccn1)Nc1ccc(Br)cc1F
    7, 11%, 2, 0%, 10%, 3%, -15%, 5%
> C=CCN1C(=O)C(CC(=O)Nc2ccc(OC)cc2)N(Cc2ccco2)C1=S (stereo not given)
    0, 0%, -2, 29%, -2%, 22%, 10%, 7%
> COc1ccc(-n2c(Cc3cc(=O)[nH]c(=O)[nH]3)nnc2SCC(=O)N2CCC(C)CC2)cc1
    3, 5%, 8, -9%, 3%, -2%, -10%, 9%
> O=c1cc(-c2ccc(O)c(O)c2)oc2ccc3ccccc3c12
    3, 18%, 17, 19%, -7%, -3%, 0%, -4%
> CC(=O)Nc1cccc(NC(=O)CSc2ccc(-c3cccnc3)nn2)c1
    3, 4%, 3, 3%, 0%, 1%, -4%, 8%
> Cc1nn2c(N)c(C#N)cnc2c1-c1ccccc1
    -5, 24%, 0, 6%, -3%, 14%, 13%, 10%
> CCOC(=O)C1CCN(S(=O)(=O)c2c(C)noc2C)CC1
    -9, -8%, 2, -12%, 1%, 7%, 1%, -1%
> O=C(CNC(=O)C1CCCC1)Nc1ccccc1Br
    -4, 13%, -15, nt, 11%, -4%, -6%, -9%
> Cc1ccc(C2(C)NC(=O)N(CC(=O)N(C)CC(=O)Nc3cccc(F)c3)C2=O)cc1 (stereo not given)
    -1, 8%, -3, 6%, -1%, 0%, 0%, 10%
> Cc1ccc(C)c(NC(=O)COc2cccc3c2CCN(Cc2ccccc2)C3=O)c1
    4, 26%, 9, 25%, -2%, 22%, 10%, 5%
> Cn1c(=O)cc(SCC(=O)N2CCN(Cc3ccc4c(c3)OCO4)CC2)c2ccccc21
    13, -3%, 1, 4%, -12%, 4%, 6%, 8%
> CCN1CCN(CC(=O)c2c[nH]c3ccccc23)CC1
    -5, -10%, -19, 24%, 18%, -8%, -6%, 1%
> CC(C)c1ccc(CCNC(=O)c2ccc([N+](=O)[O-])cc2)cc1
    20, -6%[0.397 µM], 17, 3%, 9%, 13%, 1%, -7%
> CCOC(=O)C(NC(=O)Nc1ccc(F)cc1F)(Oc1ccccc1)C(F)(F)F (stereo not given)
    -3, -8%, -21, nt, 3%, -1%, 17%, -6%
> CCc1ccc(NC(=O)CCCn2nc(CC)n3c(cc4occc43)c2=O)cc1
    -1, 23%, -3, 12%, -1%, 11%, 9%, 9%
> CCOC(=O)c1c(N2C(=O)C3C4C=CC(O4)C3C2=O)sc2c1CCCC2 (stereo not given)
    2, -82%[inhibitor], 9, nt, 2%, -80%[inhibitor], -72%[inhibitor], 3%
> Cc1csc(NC(=O)c2cc3c(s2)CCC3)n1
    -11, -17%, -24, ?, -9%, -3%, -16%, 2%
> O=C(/C=C\c1ccccc1OC(=O)c1ccccc1F)c1cc2ccccc2o1
    -26, 13µM*, -18, 13%, -6%, 2%, 17%, 14%
> C/C(=N\NC(=O)c1c(Cl)c(C)nn1C)c1cccc(NC(=O)C2CCCC2)c1
    0, 5%, 1, 16%, -5%, 5%, 7%, 1%
> CCCCCNC(=O)Cn1c(=O)c2c(ncn2CC(C)C)n(Cc2ccccc2)c1=O
    -4, -7%, -14, 25%, -3%, -8%, 0%, -2%
> Cc1oc(-c2cccs2)nc1CNC[C@H]1O[C@@H](n2cnc(C(N)=O)n2)[C@H](O)[C@@H]1O
    -13, -1%, -12, 4%, 4%, -3%, 14%, ?
> COc1cc2c(cc1OC)C(C)N(C(=O)Cn1ncc3c1-c1ccccc1OC3)CC2 (stereo not given)
    -6, 10%, ?, 9%, 3%, -13%, 10%, 10%
> O=[N+]([O-])c1cccc(C=NNC(=S)NC23CC4CC(CC(C4)C2)C3)c1
    -16, -6%, -4, nt, 17%, -11%, -1%, -9%
> CCCCNC(=O)c1cc2n(n1)CCCN(Cc1ccc(C)cc1)C2=O
    -1, 3%, nt, 2%, nt, 0%, nt, nt
> COCc1nnc(NC(=O)CSc2ccc(C)cc2)s1
    -1, ?, 18, 12%, 2%, 3%, 3%, -4%
> Cc1ccc(SCCNC(=O)/C=C/c2ccccc2Cl)cc1
    -13, -28%, -12, 13%, -3%, -3%, -2%, 12%
> COc1ccc(NC(=O)C2CCCN(C(=O)c3cnn(-c4ccc(F)cc4)c3-n3cccc3)C2)cc1 (stereo not given)
    -3, ?, nt, 24%, nt, 4%, 3%, nt
> COc1ccc(S(=O)(=O)N2CCCCC2)cc1C(=O)N1CCCC1
    1, 7%, -23, 15%, 11%, -2%, 5%, 2%
> O=C(c1cccc(S(=O)(=O)N2CCOCC2)c1)N1CCN(Cc2ccc3c(c2)OCO3)CC1
    -4, 10%, 15, -8%, -3%, 16%, 0%, -3%
